Source: PubChem BioAssay
CHT block – inhibitors of human choline transporter CHT | hit rate 0.86% among 310,000 | AID 488975 | CHT-expressing cells, membrane potential dye, choline response; active compounds read low | B-score at 10 µM | Q9GZV3;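 active means B-score over 3 SD under the library average, and starting fluorescence ratio not unusually high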;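 further: choline stimulus applied at its EC90 after an EC20 pre-addition; B-score computed on integrated fluorescence ratio after choline addition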
Target sequence (Q9GZV3 whole entry, looked up): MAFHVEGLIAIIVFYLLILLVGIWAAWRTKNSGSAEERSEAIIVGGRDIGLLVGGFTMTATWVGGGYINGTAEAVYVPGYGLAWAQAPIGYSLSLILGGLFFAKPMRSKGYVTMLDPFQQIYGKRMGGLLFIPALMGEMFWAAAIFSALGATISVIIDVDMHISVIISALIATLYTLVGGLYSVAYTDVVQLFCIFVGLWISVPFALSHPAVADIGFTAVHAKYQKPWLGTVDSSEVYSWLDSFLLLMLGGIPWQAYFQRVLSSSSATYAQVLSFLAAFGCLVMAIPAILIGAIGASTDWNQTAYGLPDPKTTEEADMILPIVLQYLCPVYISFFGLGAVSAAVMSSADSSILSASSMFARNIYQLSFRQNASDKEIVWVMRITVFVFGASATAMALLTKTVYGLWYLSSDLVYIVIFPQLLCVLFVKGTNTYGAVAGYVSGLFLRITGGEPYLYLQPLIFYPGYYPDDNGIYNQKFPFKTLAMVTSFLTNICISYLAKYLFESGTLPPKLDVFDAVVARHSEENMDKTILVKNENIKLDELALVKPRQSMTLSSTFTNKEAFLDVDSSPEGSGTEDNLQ
CHT allo act – allosteric activators of human choline transporter CHT. B-score at 10 µM. AID 488977. CHT-expressing cells, membrane potential dye, choline EC20; active compounds read high; LV-AA mutant CHT in HEK293 cells. hit rate 0.49% among 310,000;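 active means initial fluorescence not abnormally high and integrated response B-score, plate-corrected, over 3 SD above library mean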
Calls only; i = inactive.

SMILES | CHT block | CHT allo act
COc1ccc(/C=C/C(=O)NCc2cn(C)nc2C)cc1COc1ccc(Cl)cc1Br | i | i
O=C(COc1ccc2ccccc2c1CN1CCOCC1)N1CCc2ccccc21 | i | i
Cc1cc(C(F)(F)F)nc(SCC(=O)Nc2cc(C)on2)n1 | i | i
COc1ccc2c(c1)cc1c(=O)n(CC(=O)NCCCN3CCOCC3)nc(C)n12 | i | i
CN1CCN(C(=O)CCc2nnc3ccc(N4CCC5(CC4)OCCO5)nn23)CC1 | i | i
O=C(O)CSc1nccn1-c1cccc(Cl)c1 | i | i
COCCN1CC(CNC(=O)c2cc(COc3ccccc3SC)on2)CC1=O (centres undefined) | i | i
CC1(C)OC(=O)C(=NNc2ccc(O)cc2)C(=O)O1 | i | i
O=C(c1cccnc1)N1CCC(Oc2ccc(C(=O)N3CCCCO3)cc2)CC1 | i | i
CCC(CC)C1C(C#N)=C(N)SC(N)=C1C#N | i | i
COC(=O)c1c(NC(=O)c2nc3ccccc3s2)sc2c1CCN(C(C)=O)C2 | i | i
CN1OC(COC(=O)c2ccccc2)CC1c1ccccc1 (centres undefined) | i | i
COc1ccc(CC(=O)NC(C)c2nnc(SCC(=O)Nc3ccccc3F)n2C)cc1 (centres undefined) | i | i
COc1cccc(CC(NC(C)=O)C(=O)NC2CCN(c3nnnn3-c3ccccc3)CC2)c1OC (centres undefined) | i | i
CCN(CC)N=Nc1[nH]nc2nc(C)cc(C)c12 | i | i
Cc1ccc(NC(=O)CN2C(=O)NC3(CCCc4ccccc43)C2=O)cc1S(=O)(=O)N1CCOCC1 (centres undefined) | i | i
COc1ccc(OC)c(S(=O)(=O)NCC(c2ccco2)S(=O)(=O)c2ccccc2)c1 (centres undefined) | i | i
CCCCN(C)C(=O)CCCCn1c(=O)[nH]c2cc(OCC)c(OCC)cc2c1=O | i | i
COc1ccc(C(=O)c2cn[nH]c2-c2ccc(C)cc2O)cc1 | i | i
ClC(Cl)c1nnc(-c2ccccc2)c(-c2c[nH]c3ccccc23)n1 | i | i
CCOc1ccc(N(CC(=O)Nc2ccc(C)c(C)c2)S(=O)(=O)c2c(C)noc2C)cc1 | i | i
Cc1ccc(NC(=O)c2ccc3c(c2)OCCO3)cc1S(=O)(=O)Nc1cccc(Cl)c1 | i | i
CC(=O)N(C)c1nnc(-c2cnccn2)s1 | i | i
N#CCCN(CCC#N)S(=O)(=O)c1ccc(C(=O)Nc2nnc(C3=COCCO3)o2)cc1 | i | i

Among those listed so far, six have a halogen:
SMILES | CHT block | CHT allo act
COc1ccc(/C=C/C(=O)NCc2cn(C)nc2C)cc1COc1ccc(Cl)cc1Br | i | i
Cc1cc(C(F)(F)F)nc(SCC(=O)Nc2cc(C)on2)n1 | i | i
O=C(O)CSc1nccn1-c1cccc(Cl)c1 | i | i
COc1ccc(CC(=O)NC(C)c2nnc(SCC(=O)Nc3ccccc3F)n2C)cc1 (centres undefined) | i | i
ClC(Cl)c1nnc(-c2ccccc2)c(-c2c[nH]c3ccccc23)n1 | i | i
Cc1ccc(NC(=O)c2ccc3c(c2)OCCO3)cc1S(=O)(=O)Nc1cccc(Cl)c1 | i | i

Following part
SMILES | CHT block | CHT allo act
CCCCN(C(=S)Nc1ccccc1)C1CCS(=O)(=O)C1 (centres undefined) | i | i
CN(C)CCCN(C(=O)c1ccc(S(=O)(=O)N2CCCc3ccccc32)cc1)c1nc2ccc(F)cc2s1 | i | i
COc1ccc(N2CCN(C(=O)c3ccc4nc(N5CCCCC5)sc4c3)CC2)cc1 | i | i
CC(C)NC(=O)C1CC(=O)N(C(C)c2ccccc2)C1 (centres undefined) | i | i
O=C(Nc1cccn(Cc2c(Cl)cccc2Cl)c1=O)C1CC1 | i | i
O=C(Cc1ccc(F)cc1)Nc1cccc(-c2ccc3nncn3n2)c1 | i | i
COC(=O)/C(=C\c1c(OC)cc(OC)cc1OC)C(=O)c1ccc2c(c1)OCO2 | i | i
CCOc1ccc(-n2c(C)nc3cc(C(=O)NCCN4CCOCC4)ccc32)cc1 | i | i
O=S(=O)(Nc1c(O)ccc2ccccc12)c1ccccc1 | i | i
N=C(N)SCP(=O)(c1ccccc1)c1ccccc1 | i | i
CCc1ccc(C(=O)Cn2cnc3cc([N+](=O)[O-])ccc3c2=O)cc1 | i | i
Cc1onc(C(=O)Nc2sc3c(c2C(N)=O)CCCC3)c1[N+](=O)[O-] | i | i
COc1ccc(S(=O)(=O)n2nc(OC(=O)C3CCCCC3)cc2N)cc1 | i | i
Cc1cccc(NS(=O)(=O)c2ccc(C(=O)N3CCCCCC3)cc2)c1C | i | i
CC(C)CNC(=S)NC(=O)c1ccc(F)cc1 | i | i
COc1cc(/C=C(\NC(=O)c2ccccc2)C(=O)Nc2nccs2)ccc1OC(C)=O | i | i
CC(C)CNS(=O)(=O)c1cc(C(=O)N2CCOCC2)c(Cl)cc1Cl | i | i
COc1ccc(CCN2CC(C(=O)Nc3cccc(C(C)=O)c3)CC2=O)cc1OC (centres undefined) | i | i
CCC/C=C(\CCC)C(NC(=O)OCC(C)C)c1ccc(C(=O)OC)cc1 (centres undefined) | i | i
CSCC[C@H](NC(=O)C(C)(C)Oc1ccc(Cl)cc1)c1nc2ccccc2[nH]1 | i | i
c1ccn2c(c1)nc1c2nc2ccccn21 | i | i
CCN(CC)S(=O)(=O)c1ccc(N(C)Cc2cccc(OC)c2OC)nc1 | i | i
COc1ccc2[nH]c(CN3CCN(CC=C(C)C)C(CCO)C3)c(C)c2c1 (centres undefined) | i | i
N#CCCN(CCC#N)c1nncs1 | i | i

An excerpt of these results, with two lines to a compound:
Values run as follows: CHT block, CHT allo act
CN1OC(COC(=O)c2ccccc2)CC1c1ccccc1 (centres undefined)
 : i, i
COc1ccc(CC(=O)NC(C)c2nnc(SCC(=O)Nc3ccccc3F)n2C)cc1 (centres undefined)
 : i, i
COc1cccc(CC(NC(C)=O)C(=O)NC2CCN(c3nnnn3-c3ccccc3)CC2)c1OC (centres undefined)
 : i, i
CCN(CC)N=Nc1[nH]nc2nc(C)cc(C)c12
 : i, i
Cc1ccc(NC(=O)CN2C(=O)NC3(CCCc4ccccc43)C2=O)cc1S(=O)(=O)N1CCOCC1 (centres undefined)
 : i, i

Further structures:
SMILES | CHT block | CHT allo act
Cc1cc(C)c(-c2c(O)c3cccc4c3n(c2=O)CCC4)c(C)c1 | i | i
CCOC(=O)C1CCN(Cc2cc(=O)oc3c(C)c(C)ccc23)CC1 | i | i
COC(=O)c1c(NC(NC(=O)C(C)C)C(Cl)(Cl)Cl)sc2c1CCC2 (centres undefined) | i | i
COc1cc(NC(=O)CSc2nnc(NC(C)C)s2)cc(OC)c1OC | i | i
CCOc1ccccc1-c1nc(-c2cccc(Br)c2)no1 | i | i
Cc1cc(=O)oc2c(C)c(OCC(=O)NCCCN3CCOCC3)ccc12 | i | i
CCC(=O)c1ccc(OCC(=O)Nc2nn3cnnc3s2)cc1 | i | i
CS(=O)(=O)/C(C#N)=C/c1cccn1S(=O)(=O)c1ccccc1 | i | i
Cc1cccc(-c2cc3nc4c(c(N5CCC6(CC5)OCCO6)n3n2)CCCC4)c1 | i | i
CCOC(=O)c1ccc(NC(=O)CCNc2c(N3CCCC3)c(=O)c2=O)cc1 | i | i
COc1ccc(NC(=O)c2c(C)nn(Cc3ccccc3)c2C)cc1S(=O)(=O)N(C)C | i | i
O=C(NNC(=O)[C@H]1CC=CC[C@H]1C(=O)O)c1ccc(Cl)cc1Cl | i | i
Cc1nccn1-c1cc(C(C)(C)C)nc2c(-c3ccccc3)cnn12 | i | i
CC(=O)c1ccc(NC(=O)C2CCCN2S(=O)(=O)c2cccs2)cc1 (centres undefined) | i | i
O=C(c1nc2nc(-c3ccccc3)cc(C(F)(F)F)n2n1)N1CCCCC1 | i | i
Cc1ccc(S(=O)(=O)N2CCOCC2)cc1NC(=O)COC(=O)c1ccc2c(c1)OCO2 | i | i
COc1ccc(Cl)cc1N(CC(=O)N1CCCC1)S(C)(=O)=O | i | i
O=C1CCN(Cc2ccccc2)CCN1[C@H](CSc1ccccc1)c1ccccc1 | i | i
COc1ccc(/C=N/NC(=S)NC2CCS(=O)(=O)C2)cc1 (centres undefined) | i | i
Cc1ccc(C)c(N2CCN(c3ccncc3N)CC2)c1 | i | i
COc1ccc(-c2csc3nc(-c4ccc(C)cc4)oc(=O)c23)cc1OC | i | i
CC(=O)c1ccc(NC(=O)C2CCN(S(=O)(=O)c3cccnc3)CC2)cc1 | i | i
CC(=O)Nc1ccc(NC(=O)Cn2nc([N+](=O)[O-])c(Br)c2C)cc1 | i | i
OC(CNCCc1ccc(C(F)(F)F)cc1)COc1ccc2ccccc2c1 (centres undefined) | i | i
CCOc1cccc(/C=C2/NC(=O)N(CC(=O)Nc3cccc(C)c3)C2=O)c1O | i | i
CC1CCN(C(=S)c2cn(Cc3ccccc3F)c3ccccc23)CC1 | i | i
O=C(NNC(=O)c1cc(Cl)nc2ccccc12)c1ccccc1F | i | i
CCOc1ccccc1C(=O)NC1CC2CCCC(C1)N2Cc1ccc(C)cc1 (centres undefined) | i | i
Cc1ccc(NC(=O)c2cc(-c3ccc4c(c3)OCO4)on2)cc1C | i | i
Cc1cc(C)cc(N(C(=O)Cc2cccs2)C(C(=O)NC2CCCC2)c2ccc(C)o2)c1 (centres undefined) | i | i
CCc1ccc(NS(=O)(=O)c2ccc3c(c2)oc(=O)n3C)cc1 | i | i
COC(=O)C1CCN(CC(N)=O)CC1 | i | i
COc1ccc(-c2csc3ncn(-c4ccccc4)c(=O)c23)cc1OC | i | i
CCOC(=O)c1ccc(NC(=O)C(=O)NCCc2ccc(OC)cc2)cc1 | i | i
O=C(O)c1cc(-c2ccc(/C=N/Nc3ccc(Cl)cc3)o2)ccc1Cl | i | i
O=C(CCN1C(=O)C2CCCCC2C1=O)Nc1nc(-c2ccc(F)c(F)c2)cs1 (centres undefined) | i | i
O=C(CNC(=O)C1COc2ccccc2O1)N/N=C/c1cc(Br)c(O)c(Br)c1 (centres undefined) | i | i
COC(=O)C1C2C=CC3(CN(c4ccc(Cl)c(F)c4)C(=O)C13)O2 (centres undefined) | i | i
O=C(CCN1C(=O)c2ccccc2C1=O)Nc1ccccn1 | i | i
COC(=O)c1cc2ccccc2oc1=O | i | i
O=C(/C=C/c1ccccc1)N/C(=C/c1ccccc1)C(=O)Nc1cccc(C(=O)O)c1 | i | i
CSc1ccc(CN(C)C(=O)c2cc(S(=O)(=O)NCc3ccccc3)ccc2C)cc1 | i | i
CCCCNC(=S)N(C)/N=C/c1ccccc1F | i | i
CCC(C)n1c(=O)c(C(=O)Nc2ccccc2S(N)(=O)=O)c(O)c2ccccc21 (centres undefined) | i | i
Cc1noc(C)c1COc1ccccc1C(=O)Nc1cccc(S(=O)(=O)N(C)C)c1 | i | i
O=C(Nc1ccccc1)c1ccc2c(c1)OCO2 | i | i
COc1cccc(/C=C2\C=C(c3ccc(C)cc3)OC2=O)c1OC(C)=O | i | i
Cc1occc(=O)c1OCc1ccc(F)cc1 | i | i
CC(=O)Nc1ccc(S(=O)(=O)N2CCC3(CC2)OCCO3)cc1 | i | i
O=C(Nc1ccccc1C(=O)Nc1nncs1)c1ccccc1 | i | i
COc1ccc(CN(C(=O)c2snc(C(N)=O)c2N)C(CC(C)C)C(=O)NC2CCCCC2)cc1 (centres undefined) | i | i
COc1ccc(OC)c(N(/C(N)=N/c2nc(C)cc(C)n2)S(=O)(=O)c2ccc(NC(C)=O)cc2)c1 | i | i
O=S(=O)(c1ccccc1)c1nc(-c2cccs2)oc1NCC1CCCO1 (centres undefined) | i | i
O=C(c1ccc2c(c1)OCO2)N(c1ccc(F)cc1)C1C=CS(=O)(=O)C1 (centres undefined) | i | i
COc1ccc(CC(=O)N2N=C(C)CC2(O)c2cccnc2)cc1OC (centres undefined) | i | i
CCOc1ccc(NC(=O)CSC2=NCCN2)cc1 | i | i
CCN(CC(=O)Nc1cc(Cl)ccc1C)C(=O)CN1C(=O)NC2(CCCC2)C1=O | i | i
Cc1cccc(-n2c(Cc3ccccc3)nnc2SCC(=O)N2CCOCC2)c1 | i | i
O=C(NCC1CCCO1)c1ccc(NS(=O)(=O)c2cccc([N+](=O)[O-])c2)cc1 (centres undefined) | i | i
CC(=O)c1cccc(NC(=O)c2cccc3ccccc23)c1 | i | i

Five entries from above in a different format:
Second line of a record – CHT block | CHT allo act
COc1ccc(OC)c(N(/C(N)=N/c2nc(C)cc(C)n2)S(=O)(=O)c2ccc(NC(C)=O)cc2)c1
→ i | i
O=S(=O)(c1ccccc1)c1nc(-c2cccs2)oc1NCC1CCCO1 (centres undefined)
→ i | i
O=C(c1ccc2c(c1)OCO2)N(c1ccc(F)cc1)C1C=CS(=O)(=O)C1 (centres undefined)
→ i | i
COc1ccc(CC(=O)N2N=C(C)CC2(O)c2cccnc2)cc1OC (centres undefined)
→ i | i
CCOc1ccc(NC(=O)CSC2=NCCN2)cc1
→ i | i

(listing goes on)
SMILES | CHT block | CHT allo act
CCOC(=O)/C(=C\c1ccc(OC)c(OC)c1)C(=O)c1cccnc1 | i | i
Cc1ccc(C(=O)Oc2ccccc2N2C(=O)C3CCCCC3C2=O)cc1 (centres undefined) | i | i
C/C(CC(=O)Nc1ccccc1[N+](=O)[O-])=N\NC(=O)COc1ccccc1C | i | i
COc1cccc(NC(=O)Nc2cccc(C(=O)O)c2)c1 | i | i
COc1ccc(NC(=O)CCCN(C)S(=O)(=O)c2ccc(C)cc2)cc1 | i | i
COCCN1C(=O)c2cc(C(=O)Nc3ccc(OC)c(OC)c3)ccc2C1Nc1ccc(OC)c(OC)c1 (centres undefined) | i | i
CCOC(=O)N1CCC(N2C(=O)c3ccccc3C2Nc2cc(C(=O)OC)cc(C(=O)OC)c2)CC1 (centres undefined) | i | i
Cc1ccc(S(=O)(=O)N2CCN(CC(=O)N/N=C\C(Cl)=C\c3ccccc3)CC2)cc1 | i | i
COc1ccc(F)c(CN2CCC(N3CCC(C(=O)N4CCOCC4)CC3)CC2)c1 | i | i
Cc1cc(/C=N/NC(=O)c2cccs2)c(C)n1-c1cnccn1 | i | i
O=C(O)CC12CC3CC(C1)CC(n1ncc(NCC4CCCO4)c(Cl)c1=O)(C3)C2 (centres undefined) | i | i
O=C(COC(=O)CNC(=O)c1cccc(F)c1)NCCC1=CCCCC1 | i | i
